High-throughput results deposited in PubChem BioAssay by National Center for Advancing Translational Sciences (NCATS).
p53 reactivator: restores transcriptional activity of mutant p53 | Potency, µM (titrated, usually from 92.2 µM), inactives show at the top dose activity change, positive = activation, actives largely listed as activators | AID 504706 | hit rate 0.063% among 320,000 | H1299 p53-A138V BP100-luciferase reporter, luminescence, 24 h; also: potency is read from the fitted curve at half-maximal effect; % of control where 0% means no effect; nearly all actives have a fitted effect of over 45% in size
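H1299 (p53-null), stable ts p53-A138V + BP100-Luc; 1000 cells/well, Opti-MEM/10% FBS; cpd 4 pt, 1:5; 24 h, 37 deg C, 5% CO2; detection reagent 10 min RT; luminescence.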
B2AR arrestin: agonists driving beta-arrestin recruitment to human beta2-adrenergic receptor | P07550 | beta-arrestin recruitment to beta2AR, cell-based reporter | Potency, µM (highest dose often 46.1 µM), for inactives: at the highest dose activation, most hits filed as activators | hit rate 0.02% among 330,000 | AID 492947;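 also: potency is read from the fitted curve at half-maximal effect; 0% = DMSO controls and full agonism = EC100 isoproterenol or metaproterenol; nearly all actives have a fitted effect of over 65% in size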
Integrin act MD: activates integrin-mediated alleviation for muscular dystrophy | alpha7betagal myoblasts, beta-gal FDG fluorescence, 48 h | Potency, µM (highest dose often 38.3 µM), without a hit: top-dose activation, usual class: activators | hit rate 0.064% among 350,000 | AID 624291;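 also: potency is read from the fitted curve at half-maximal effect; 100% = response of the positive control SU9516; nearly all actives have a fitted effect of over 60% in size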
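alpha7betagal+/- myoblasts (passage 13, 250/well) treated 48 h at 37C with compounds at 1:260 dilution of DMSO stock. Lysed, then beta-galactosidase activity read as FDG fluorescence (ex 480/em 540) after 30 min, with pre-read for autofluorescence.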
ELG1 DNA repair: ELG1-dependent DNA repair inhibition | HEK293T ELG1-luciferase reporter, luminescence, 16 h; DNA damage induced by 5-fluorouridine | Potency, µM (highest dose often 46.1 µM), for the others: at the top dose activity change, negative = inhibition, hits mostly inhibitors | hit rate 2.3% among 330,000 | AID 504467; also: potency is read from the fitted curve at half-maximal effect; % is scaled to controls: 0 for no effect and ±100 for the full control effect; nearly all actives have a fitted effect of over 55% in size
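HEK293T cells expressing luciferase-tagged ELG1 (2,000/well) received 5-Fluorouridine plus compound or DMSO for 16 hr at 37 °C. Luciferase was read by ONE-Glo luminescence after 30 min at room temperature.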
TSG101-PTAP inh: blocks PTAP/TSG101 interaction to inhibit HIV-1 budding; Q99816; Fluorescence polarization, FITC-PTAP peptide / Tsg101 binding; Potency, µM (highest dose often 115 µM), inactives show top-dose activity change, negative = inhibition, actives largely listed as inhibitors; 340,000 tested, under 10 active; AID 493005; active = well fitted inhibition curve with a large enough effect in the main read-out, with a control signal flat, not every such curve was filed as active; inconclusive = small, poorly fitted or top-dose-only effect, or effect the other way, or a change in a side signal; inactive = no such curve, though single readings can be large or run the other way; also: potency is read from the fitted curve at half-maximal effect; % of control where 0% means no effect
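Fluorescence polarization binding of Tsg101 binding domain (10 uM final) to FITC-labeled PTAP peptide (50 nM final) in HEPES pH 7.5 buffer with NaCl, Tween 20, EDTA, TCEP. Compounds added before peptide; binding 20 min at RT.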
CXXC DNA block: inhibitors of human MLL CXXC domain-DNA interaction; MLL-CXXC / FITC-HOXA9 DNA fluorescence polarization; Potency, µM (series often up to 115 µM), without a hit: at the highest dose activity change, negative = inhibition, usual class: inhibitors; hit rate 0.037% among 290,000; AID 2662; active = well fitted inhibition curve with a large enough effect in the polarisation, with a control signal flat, not every such curve was filed as active; inconclusive = small, poorly fitted or top-dose-only effect, or effect the other way, or a change in a side signal; inactive = no such curve, though single readings can be large or run the other way; the % refers to the polarisation; also: potency is read from the fitted curve at half-maximal effect
Target sequence (Q03164 whole entry, looked up, the tested form may be a part): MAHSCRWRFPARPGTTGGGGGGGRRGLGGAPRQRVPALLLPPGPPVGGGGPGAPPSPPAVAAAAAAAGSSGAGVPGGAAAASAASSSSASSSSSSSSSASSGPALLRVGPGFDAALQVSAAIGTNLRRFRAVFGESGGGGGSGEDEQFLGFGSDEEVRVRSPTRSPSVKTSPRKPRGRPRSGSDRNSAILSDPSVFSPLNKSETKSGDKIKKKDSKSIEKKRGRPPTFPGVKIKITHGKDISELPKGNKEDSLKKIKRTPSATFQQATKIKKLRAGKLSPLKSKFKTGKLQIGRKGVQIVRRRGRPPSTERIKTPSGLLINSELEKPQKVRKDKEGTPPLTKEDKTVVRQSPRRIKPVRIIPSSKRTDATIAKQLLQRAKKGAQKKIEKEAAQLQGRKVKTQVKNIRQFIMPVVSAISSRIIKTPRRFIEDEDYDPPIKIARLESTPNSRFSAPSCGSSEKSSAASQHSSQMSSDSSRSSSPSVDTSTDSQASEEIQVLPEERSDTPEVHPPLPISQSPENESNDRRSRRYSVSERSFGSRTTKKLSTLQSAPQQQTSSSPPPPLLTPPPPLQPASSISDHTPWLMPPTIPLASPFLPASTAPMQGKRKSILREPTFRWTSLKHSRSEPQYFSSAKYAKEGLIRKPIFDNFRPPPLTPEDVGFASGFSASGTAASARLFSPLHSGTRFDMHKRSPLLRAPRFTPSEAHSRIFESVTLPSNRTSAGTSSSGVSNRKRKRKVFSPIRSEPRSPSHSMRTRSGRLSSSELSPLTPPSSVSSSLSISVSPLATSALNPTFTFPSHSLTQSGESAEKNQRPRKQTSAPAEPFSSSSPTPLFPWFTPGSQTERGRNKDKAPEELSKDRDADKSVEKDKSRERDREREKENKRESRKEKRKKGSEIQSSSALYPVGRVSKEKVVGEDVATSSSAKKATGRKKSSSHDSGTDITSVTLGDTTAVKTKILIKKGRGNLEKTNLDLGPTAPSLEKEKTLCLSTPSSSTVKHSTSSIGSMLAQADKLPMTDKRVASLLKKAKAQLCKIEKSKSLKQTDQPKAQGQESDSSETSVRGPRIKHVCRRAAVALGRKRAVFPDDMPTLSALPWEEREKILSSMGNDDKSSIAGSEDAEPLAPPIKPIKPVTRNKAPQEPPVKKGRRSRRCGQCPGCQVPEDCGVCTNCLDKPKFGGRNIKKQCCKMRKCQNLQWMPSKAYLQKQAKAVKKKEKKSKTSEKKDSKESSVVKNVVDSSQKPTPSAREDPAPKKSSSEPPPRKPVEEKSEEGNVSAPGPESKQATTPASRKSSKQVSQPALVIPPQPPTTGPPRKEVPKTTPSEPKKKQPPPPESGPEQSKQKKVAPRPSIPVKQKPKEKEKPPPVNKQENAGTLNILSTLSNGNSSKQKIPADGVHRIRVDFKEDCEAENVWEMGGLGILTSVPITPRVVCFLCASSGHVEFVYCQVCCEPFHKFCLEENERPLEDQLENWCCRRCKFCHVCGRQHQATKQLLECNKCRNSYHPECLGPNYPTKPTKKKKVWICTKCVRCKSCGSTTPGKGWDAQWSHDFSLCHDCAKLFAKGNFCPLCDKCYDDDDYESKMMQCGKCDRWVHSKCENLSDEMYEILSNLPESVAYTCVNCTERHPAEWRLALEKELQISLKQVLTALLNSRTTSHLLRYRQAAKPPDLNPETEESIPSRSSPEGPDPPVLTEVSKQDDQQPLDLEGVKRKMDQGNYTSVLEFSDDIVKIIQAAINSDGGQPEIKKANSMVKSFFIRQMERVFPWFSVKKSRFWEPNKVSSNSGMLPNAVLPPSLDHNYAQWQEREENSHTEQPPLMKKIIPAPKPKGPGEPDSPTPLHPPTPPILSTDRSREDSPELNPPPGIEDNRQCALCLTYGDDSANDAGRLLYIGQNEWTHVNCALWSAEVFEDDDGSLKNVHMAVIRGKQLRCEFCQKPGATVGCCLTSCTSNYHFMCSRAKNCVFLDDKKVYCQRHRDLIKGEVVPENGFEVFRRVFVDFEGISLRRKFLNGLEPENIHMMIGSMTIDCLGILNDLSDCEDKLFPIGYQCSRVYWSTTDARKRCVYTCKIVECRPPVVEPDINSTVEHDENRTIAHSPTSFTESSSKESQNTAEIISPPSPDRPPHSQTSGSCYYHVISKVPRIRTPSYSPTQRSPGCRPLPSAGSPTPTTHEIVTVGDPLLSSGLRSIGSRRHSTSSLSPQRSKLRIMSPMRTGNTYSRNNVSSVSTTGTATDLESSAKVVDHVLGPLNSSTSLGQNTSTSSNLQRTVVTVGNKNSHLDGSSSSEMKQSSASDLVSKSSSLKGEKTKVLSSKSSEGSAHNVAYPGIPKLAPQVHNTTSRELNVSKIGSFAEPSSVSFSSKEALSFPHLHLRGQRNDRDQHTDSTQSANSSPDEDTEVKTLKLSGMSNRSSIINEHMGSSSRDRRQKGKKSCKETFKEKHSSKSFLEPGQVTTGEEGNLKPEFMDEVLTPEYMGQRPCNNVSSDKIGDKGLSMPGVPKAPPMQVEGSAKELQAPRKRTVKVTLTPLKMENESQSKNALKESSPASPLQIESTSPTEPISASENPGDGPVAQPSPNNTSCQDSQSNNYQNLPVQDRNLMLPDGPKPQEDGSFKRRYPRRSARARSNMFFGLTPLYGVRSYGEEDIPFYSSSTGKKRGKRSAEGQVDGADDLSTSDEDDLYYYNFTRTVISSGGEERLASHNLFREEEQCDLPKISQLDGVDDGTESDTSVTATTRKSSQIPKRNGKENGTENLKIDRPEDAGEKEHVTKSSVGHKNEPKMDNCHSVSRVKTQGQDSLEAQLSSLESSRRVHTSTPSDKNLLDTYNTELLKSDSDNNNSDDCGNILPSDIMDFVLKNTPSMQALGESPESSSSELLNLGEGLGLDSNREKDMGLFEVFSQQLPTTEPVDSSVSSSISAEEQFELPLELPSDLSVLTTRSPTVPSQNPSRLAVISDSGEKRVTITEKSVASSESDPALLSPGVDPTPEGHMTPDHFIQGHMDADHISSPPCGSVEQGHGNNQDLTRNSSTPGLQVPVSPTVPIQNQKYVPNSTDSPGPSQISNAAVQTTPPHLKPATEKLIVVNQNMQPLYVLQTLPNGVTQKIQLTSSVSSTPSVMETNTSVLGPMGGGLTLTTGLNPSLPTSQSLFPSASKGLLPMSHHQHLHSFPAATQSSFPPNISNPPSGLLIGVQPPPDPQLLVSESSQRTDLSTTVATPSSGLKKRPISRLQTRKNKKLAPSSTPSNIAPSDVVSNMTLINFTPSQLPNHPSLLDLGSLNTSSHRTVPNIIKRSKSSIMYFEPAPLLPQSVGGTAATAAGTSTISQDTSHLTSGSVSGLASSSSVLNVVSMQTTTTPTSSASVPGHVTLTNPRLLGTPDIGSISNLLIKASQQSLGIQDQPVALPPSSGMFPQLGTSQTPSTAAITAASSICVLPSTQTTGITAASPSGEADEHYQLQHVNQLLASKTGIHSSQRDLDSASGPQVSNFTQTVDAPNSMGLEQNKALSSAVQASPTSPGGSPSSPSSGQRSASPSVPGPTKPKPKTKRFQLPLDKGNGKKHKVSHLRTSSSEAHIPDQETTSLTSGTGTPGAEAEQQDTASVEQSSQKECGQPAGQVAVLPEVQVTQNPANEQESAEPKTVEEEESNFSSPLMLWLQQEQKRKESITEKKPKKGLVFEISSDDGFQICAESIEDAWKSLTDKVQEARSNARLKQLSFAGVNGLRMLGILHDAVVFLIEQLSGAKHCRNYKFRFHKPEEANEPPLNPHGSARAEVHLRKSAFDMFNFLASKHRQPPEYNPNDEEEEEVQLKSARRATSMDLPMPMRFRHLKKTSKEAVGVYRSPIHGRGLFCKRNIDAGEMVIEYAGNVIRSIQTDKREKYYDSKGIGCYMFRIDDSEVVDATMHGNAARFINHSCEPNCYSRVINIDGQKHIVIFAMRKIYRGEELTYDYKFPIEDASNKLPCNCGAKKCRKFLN
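Fluorescence polarization: 7 uM MLL-CXXC (stock) preincubated 5 min with compounds, then 50 nM fluorescein-HOX-A9 DNA (stock) added; 30 min ambient. Buffer 50 mM Tris-HCl pH 7.5, 50 mM NaCl, 1 mM DTT, 0.05% BSA.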
TRPV1 agonist: agonists of human vanilloid receptor 1 (TRPV1); Q8NER1; TRPV1-expressing cells, Fluo-8 calcium influx, agonist mode; activation, % at 8.33 µM; hit rate 0.19% among 320,000; AID 540275; in the data active = activation above about 80%; inconclusive = between about 30% and that limit; also: 0% is about no effect
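Fluo-8 calcium influx in TRPV1-expressing cells, kinetic read (ex 480/em 520 nm). Compound added and read 3 min for agonist activity, followed by capsaicin at EC20 final and 2 min further read for enhancement.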
BRCA1 expr up: BRCA1 expression activation; MCF7-BRCA1-FFLuc reporter, luminescence, 48 h; response scale: scaled: vehicle 0%, 10 µM genistein 100%; Potency, µM (series often up to 46.1 µM), inactives show top-dose activation, actives largely listed as activators; hit rate 1.1% among 380,000; also: potency is read from the fitted curve at half-maximal effect; nearly all actives have a fitted effect of over 80% in size; some results filed as inactive show a strong effect at the top dose
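48 h compound treatment of MCF7-BRCA1-FFLuc cells (phenol-red free MEM, 37 °C), then 15 min with luciferase substrate and luminescence imaging.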
A-T KAP1 phos: candidate therapy for ataxia-telangiectasia | […] A-T fibroblasts, KAP-1 phosphorylation AlphaLISA; neocarzinostatin DNA damage 30 min before lysis | hit rate 0.19% among 320,000 | Potency, µM (doses to about 57.5 µM), for the others: top-dose activation, most hits filed as activators; also: potency is read from the fitted curve at half-maximal effect; % of control where 0% means no effect; nearly all actives have a fitted effect of over 45% in size
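ATM-like activity read as KAP-1 phosphorylation via AlphaLISA donor/acceptor antibody pairs after lysis and 6 hr at 25C. Cells were ATM-null patient fibroblasts ([…], hTERT), dosed 60 min, then exposed to the DSB inducer NCS for 30 min.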
TCR activator: activators of T cell receptors; Potency, µM (titrated, usually from 9.22 µM), for the others: at the highest dose activation of IL-2 secretion, hits mostly activators; 330,000 tested, under 10 active; primary human leukocytes, anti-CD3, IL-2 HTRF, 48 h; AID 504894; also: % of control where 0% means no effect
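Activity was scored as IL-2 release from primary human leukocytes given only a TCR signal (a-CD3 beads) plus compound for 48 hr. Detection used a two-antibody HTRF format read at 665nm.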
An asterisk follows results filed as active; ? = inconclusive; . = no result given; & = joins results of further samples; [ ] = remark or other dose. Unless noted, calls follow the shape of the dose curve; as a rule, active = well fitted curve in the direction sought with a large enough effect; inconclusive = small, poorly fitted or top-dose-only effect, or another doubt; inactive = no such curve, though single readings can be large; an effect the other way counts as inactive or inconclusive.

SMILES	p53 reactivator	B2AR arrestin	Integrin act MD	ELG1 DNA repair	TSG101-PTAP inh	CXXC DNA block	TRPV1 agonist	BRCA1 expr up	A-T KAP1 phos	TCR activator
O=C(C1CC1c1ccccc1)N1CCOCC1 (stereo not given)	0%	-0.1%	2%	5%	0%	13%	-1	9%	3%	-3%
Cc1ccc2nc(N3CCN(C(=O)CCCC(=O)O)CC3)nc(-c3ccccc3)c2c1	4%	-0.2%	25%	-5%	-5%	-1%	-2	-11%	9%	-3%
Cc1ccc(C(=O)OCC(=O)N2CCCc3ccccc32)cc1C	7%	-0.2%	3%	12%	-1%	.	0	11%	0%	5%
COc1ccc(O)c(/C=N/Nc2nc3ccccc3[nH]2)c1	-4%	-0.2%	0%	?	-2%	-5%	2	0%	5%	-5%
COC(=O)c1ccccc1NC(=O)C/C(C)=N/NC(=O)Cc1ccc(Cl)cc1	-5%	0.3%	.	-18%	.	-3%	-4	.	-7%	.
CC(C)c1c(C(=O)N/N=C/c2c[nH]c3ccccc23)nnn1-c1nonc1N	-8%	-1.0%	-29%	-6%	-2%	11%	1	-83%[inhibitor]	-7%	4%
COc1ccc(C)cc1NC(=O)CSc1nnc(-c2cc(C)[nH]n2)n1N	0%	0.0%	?	16%	-5%	5%	0	3%	-3%	10%
CCc1nc(SCC(=O)NC2CC2)c2c(C)c(C)sc2n1	-2%	-1.0%	3%	4%	0%	-16%	0	-21%	9%	-7%
COc1ccc(OC(C)C(=O)N2CC(C)OC(C)C2)cc1 (stereo not given)	-16%	-0.3%	-8%	-2%	-4%	2%	-4	-5%	16%	.
COc1ccc(OCC(=O)OC(C)CN2CCCCC2)cc1 (stereo not given)	.	-0.5%	-7%	0%	-5%	-2%	-3	3%	0%	.
Cc1ccc(Cc2nnc3n(-c4ccccc4)nc(C(=O)c4ccccc4)n3c2=O)cc1	-15%	0.0%	0%	21µM*	-2%	7%	0	-95%	-2%	8%[46.1 µM]
Cc1ccc2cc(C#N)c(SCC(=O)NCC3CCCO3)nc2c1 (stereo not given)	-5%	0.3%	?	15%	-7%	4%	-2	0%	6%	1%
Cc1ccc(NC(=O)/C=C/c2cccc([N+](=O)[O-])c2)nc1	5%	0.1%	3%	?	-4%	6%	11	33%	-8%	-11%
NC(=O)[C@@H]1CCCN1Cc1nc(Cc2ccccc2Cl)no1	-3%	-0.9%	-6%	9%	1%	5%	-3	-29%	0%	-5%
Cc1ccsc1/C=N/NC(=O)CSCc1ccc(Cl)cc1	2%	0.2%	-10%	-14%	-2%	16%	28	2%	4%	4%

Reformatted with values under each structure: entries from further up.
Order of results – p53 reactivator	B2AR arrestin	Integrin act MD	ELG1 DNA repair	TSG101-PTAP inh	CXXC DNA block	TRPV1 agonist	BRCA1 expr up	A-T KAP1 phos	TCR activator
O=C(C1CC1c1ccccc1)N1CCOCC1 (stereo not given)
 : 0%	-0.1%	2%	5%	0%	13%	-1	9%	3%	-3%
COc1ccc(OCC(=O)OC(C)CN2CCCCC2)cc1 (stereo not given)
 : .	-0.5%	-7%	0%	-5%	-2%	-3	3%	0%	.
Cc1ccc2nc(N3CCN(C(=O)CCCC(=O)O)CC3)nc(-c3ccccc3)c2c1
 : 4%	-0.2%	25%	-5%	-5%	-1%	-2	-11%	9%	-3%

More results follow.
SMILES	p53 reactivator	B2AR arrestin	Integrin act MD	ELG1 DNA repair	TSG101-PTAP inh	CXXC DNA block	TRPV1 agonist	BRCA1 expr up	A-T KAP1 phos	TCR activator
COc1ccc(CCNC(=O)CN(Cc2ccc(Cl)cc2)S(C)(=O)=O)cc1OC	.	-0.3%	0%	-13%	-1%	-4%	-3	-7%	0%	6%
COc1ccc(C(CNC(=O)c2ccco2)N2CCCCC2)cc1 (stereo not given)	5%	0.3%	-18%	21%	1%	-5%	-1	20%	3%	3%
COc1cc(/C=N/NC(=O)c2ccc(CSc3nncn3C)cc2)ccc1OCC(=O)N1CC(C)OC(C)C1 (stereo not given)	0%	0.1%	6%	0%	-4%	20%	-1	8%	-29%	0%
OCC[C@H]1C[C@H](O)[C@@H](O)[C@]2(CCCc3ccccc3O2)O1	5%	-3.6%	13%	0%	1%	.	1	7%	23%	-5%
CSc1nc(N2CCN(Cc3ccc4c(c3)OCO4)CC2)c2ccccc2n1	1%	0.2%	12%	?	-4%	-1%	12	-32%	9%	-3%
CCOC(=O)c1c(C)[nH]c(C(=O)CSc2nc3ccccc3o2)c1C	23%	0.1%	-1%	13%	-1%	9%	3	-37%	-11%	0%
COc1ccc(S(=O)(=O)NCC2CCCN(C(=O)C3CCCC3)C2)cc1 (stereo not given)	-3%	-0.3%	0%	-12%	-7%	4%	0	-9%	0%	-3%
CCCCNC(=O)C(Sc1ccccc1)c1ccccc1 (stereo not given)	-4%	-0.6%	-20%	15%	-4%	3%	0	-4%	6%	3%[46.1 µM]
CCc1nnc(NC(=O)c2ccc(S(=O)(=O)N3CCc4ccccc4C3)cc2)s1	2%	-0.7%	1%	1%	-1%	10%	0	-4%	5%	0%[46.1 µM]
CCN(c1ccc(F)cc1)S(=O)(=O)c1cccc2nsnc12	-1%	-0.1%	7%	10%	-7%	2%	16	-3%	0%	3%
O=C(CSc1cccc2cccnc12)NCc1ccco1	6%	0.1%	-18%	22%	-1%	-6%	2	-4%	-8%	-1%
C=CCn1c(C(c2ccccc2)c2ccccc2)n[nH]c1=S	-9%	-1.2%	0%	13%	-7%	2%	9	-14%	.	4%[46.1 µM]
S=C(NCCN1CCOCC1)Nc1ccccc1Cl	-1%	-1.2%	-34%[inhibitor]	3%	2%	8%	-3	0%	-3%	-1%[46.1 µM]
Cc1cccc(N2C(=O)C(CC(=O)Nc3cccc(F)c3)N(CCc3ccncc3)C2=O)c1 (stereo not given)	-3%	-0.4%	-27%	-7%	-6%	9%	1	-8%&8%	-1%	0%
COc1ccccc1N=C1NC(=O)/C(=C/c2ccc(N(C)C)cc2)S1	-3%	0.0%	?	?	?	?	29	-5%	-6%	.
C=CCOc1ccc(C2NC(=S)NC(c3ccccc3)=C2C(C)=O)cc1OC (stereo not given)	-2%	-0.1%	-27%	-10%	-5%	15%	1	0%	1%	1%
c1ccc(CSc2ncn(-c3ccccc3)n2)cc1	?	0.3%	19%	?	-14%	1%	14	?	0%	2%
CCCCNC(=O)[C@H]1C[C@H]1[C@@H](O)[C@H](CO)NC(=O)[C@H](COCc1ccccc1)NC(=O)OC(C)(C)C	6%	0.2%	20%	6%	-8%	-4%	2	2%	3%	-2%
Cc1cc(/C=N/n2c(COc3ccccc3)nc3ccccc3c2=O)c(O)c([N+](=O)[O-])c1	22%	2.7%	-3%	-24%	-1%	19%	-5	-70%	-14%	0%[46.1 µM]
CN(C)CCn1c2c(c(SCC(=O)NCc3ccccc3)nc1=O)CCCC2	-3%	?	0%	13%	-3%	.	1	-9%	-2%	-3%
COc1ccc(-n2nc(C(=O)NCC(=O)N3CCC(C(N)=O)CC3)c3ccccc3c2=O)cc1OC	0%	0.2%	4%	1%	-1%	3%	-2	0%	-5%	-2%
CCc1ccc(Nc2ncnc3nc[nH]c23)cc1	7%	-1.1%	-12%	?	-6%	15%	?	?	-6%	-3%
COc1cc(/C=C/C(=O)OCC(=O)N2CCC(Cc3ccccc3)CC2)ccc1O	0%	-0.8%	8%	?	-6%	1%	?	-57%	6%	3%[46.1 µM]
COC(=O)c1ccc(NCC(=O)Nc2cc(C)cc(C)c2)cc1	14%	-1.0%	25%	7%	12%	22%	3	-9%	33%	10%
O=C(Nc1ccc(C(=O)N2CCOCC2)cc1)c1cccc([N+](=O)[O-])c1	1%	-0.6%	-4%	-16%	1%	1%	0	-12%	0%	-4%
CCOC(=O)C(=O)Nc1ccc(S(=O)(=O)Nc2ncccn2)cc1	-2%	0.0%	1%[7.66 µM]	10%	-6%	-4%	0	-1%	-1%	.
Cc1cccc(N2CCN(S(=O)(=O)c3c(C)[nH]c(C)c3C(=O)N3CCCCC3)CC2)c1C	4%	0.0%	?	-2%	-1%	-13%	10	-4%	-2%	7%
COc1ccc(-c2cnnc(N/N=C/C(C)=C/c3ccccc3)n2)cc1	?	0.1%	.	?	.	3%	-7	.	8%	8%[46.1 µM]
CCOC(=O)CSc1nnc(Cn2nnc3ccccc32)n1-c1ccc(F)cc1	3%	-0.5%	6%	-6%	-2%	-1%	3	13%	0%	3%
O=S1(=O)c2c(F)cccc2O[C@@H](COCc2ccccc2)CN1CCc1ccc(F)cc1	.	.	-8%	.	-2%	.	.	-26%	.	-4%
CCn1nc(C)c(Oc2ccccc2O)c1C	7%	0.6%	5%	?	1%	3%	-1	-28%	0%	0%
COC(=O)C1C(O)C(C)C(O)C(C)(O)/C=C\C=C(/C)C(=O)Nc2c(C)c(OC(C)=O)c3c(c2O)C(=O)C(C)=C2OCOC(=C23)/C(C)=C/C(C)(O)C(O)C(C)C1O (stereo not given)	0%	0.0%	?	0%	-6%	-28%	3	-24%	-4%	5%
